OX1R antag-1 = antagonists of human orexin 1 receptor (OX1R) | AID 485270, 2010 | 330,000 compounds, 1.8% hits | inhibition, % at 6.6 µM | OX1R-expressing cells, FRET antagonist read-out | Orexin/Hypocretin receptor type 1 (Homo sapiens), O43613; in the data active means inhibition mostly above about 38%, no sharp cut-off; inactive means mostly below about 40%;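 further: 0% = agonist challenge alone and 100% = reference antagonist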
Target sequence (O43613 whole entry, looked up): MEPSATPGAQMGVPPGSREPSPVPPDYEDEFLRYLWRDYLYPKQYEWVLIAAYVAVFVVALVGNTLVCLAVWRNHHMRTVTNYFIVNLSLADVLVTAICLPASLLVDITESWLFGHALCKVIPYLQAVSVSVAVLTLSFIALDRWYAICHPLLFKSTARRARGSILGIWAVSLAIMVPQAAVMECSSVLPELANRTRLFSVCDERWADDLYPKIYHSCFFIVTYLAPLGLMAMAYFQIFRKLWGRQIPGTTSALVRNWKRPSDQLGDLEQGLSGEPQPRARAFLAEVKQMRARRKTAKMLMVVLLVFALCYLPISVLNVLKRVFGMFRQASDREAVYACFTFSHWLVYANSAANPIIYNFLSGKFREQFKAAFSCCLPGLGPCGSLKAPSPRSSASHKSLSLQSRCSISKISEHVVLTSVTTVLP
OX1R antag-2 = OX1R (HCRTR1) antagonists, primary screen, fluorescence, CHO/OX1R cells, Fluo-8 calcium, orexin A; Fluo-8 calcium fluorescence; AID 434989, 2010; 330,000 compounds, 0.43% hits; inhibition, % at 5 µM; Orexin/Hypocretin receptor type 1 (Homo sapiens), O43613;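 active means inhibition above its plate's threshold, mean inhibition of all tested compounds on the plate plus 3 SD, cut at about 37% in these data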;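 further: 0% = orexin A challenge wells and 100% = SB-334867-A antagonist wells; not every result past the cut was called active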
The depositor's hits bear a star.

Order of results: OX1R antag-1 | OX1R antag-2
- CSc1nnc(-c2sc3cc(C(F)(F)F)cnc3c2-c2ccccn2)n1C
 : 7 | -20
- Cc1c(CCC(=O)O)c(=O)oc2cc3occ(-c4ccc(Cl)cc4)c3cc12
 : 17 | 2
- Cn1c(=O)c2c(ncn2CC(=O)N/N=C/C=C/c2ccco2)n(C)c1=O
 : 10 | -2
- Cn1c(CNC(=O)c2ccc3c(c2)OCO3)nnc1SCC(=O)Nc1ccc(F)cc1F
 : 23 | -25
- Cc1nnsc1SCCNC(=O)c1ccc(F)cc1
 : 25 | -12
- CN(C)S(=O)(=O)c1cc(NC(=O)CN2CCOCC2)ccc1Cl
 : 22 | -3
- Cc1ccc(NC(=O)c2ccc3c(c2)OCCO3)cc1S(=O)(=O)Nc1cccc(Cl)c1
 : 25 | 1
- Cc1cccc(CS(=O)(=O)Cc2ccc(C(=O)NC(C)c3ccccc3)o2)c1 (stereo unspecified)
 : -6 | -30
- Cc1cc(C)c2sc(N(CCN(C)C)C(=O)c3c(F)cccc3F)nc2c1
 : 6 | -23
- O=C(COc1ccc2c3c(c(=O)oc2c1)CCCC3)N1C[C@H]2C[C@@H](C1)c1cccc(=O)n1C2
 : 10 | -23
- O=C(Cc1cccs1)Nc1nnc(-c2ccncc2)s1
 : 0 | 1
- COc1ccc(-c2c(NC(=O)c3ccco3)oc3ccccc3c2=O)cc1
 : 5 | -3
- CC(C)(C)NC(=O)C(=O)NCc1ccncc1
 : 5 | 7
- COc1ccc(CCNC(=O)CSCc2n[nH]c(=O)[nH]2)cc1OC
 : 3 | -7
- Cc1cc(C)nc(SCc2nnc(SCC(=O)Nc3ccc(C)c(C)c3)o2)n1
 : 32 | -11
- CCOC(=O)C(=O)Nc1nccs1
 : 17 | 10
- CC(=O)Nc1ccc(NS(=O)(=O)c2ccc(CN3C(=O)c4cccnc4C3=O)cc2)cc1
 : 7 | 9
- CCOC(=O)CNC(=S)N(Cc1ccccc1)Cc1ccccc1F
 : 13 | -12
- Cc1ccc(CNC(=O)C2CC(=O)N(c3ccc(OCC(=O)N4CCCC4)cc3)C2)cc1 (stereo unspecified)
 : 9 | -32
- Cc1nnc(NC(=O)CCCOc2ccccc2)s1
 : 24 | -13
- Cc1c(C(C)C)c(=O)n(-c2ccc(S(=O)(=O)N3CCOCC3)cc2)n1C
 : 15 | -23
- CNC(=O)NC(=O)C(C)OC(=O)CCCSc1nc2ccccc2s1 (stereo unspecified)
 : 21 | -6
- Cc1ccc(S(=O)(=O)c2nc(-c3cccs3)oc2NCCCN(C)C)cc1
 : 19 | -2
- CCOc1cccc2sc(N(CCCN(C)C)C(=O)c3ccc(S(=O)(=O)N4CCc5ccccc5C4)cc3)nc12
 : 13 | 14
- Cc1cc2nc(CN(C)Cc3c(C(=O)N(C)C)nc4ccc(Cl)cn34)[nH]c2cc1C
 : 23 | -21
- CN(C)c1ccc(/C=N/NC(=O)c2nnn(-c3nonc3N)c2COc2ccc(F)cc2)cc1
 : 9 | 2
- Cc1cccc(N=N/C(=C\O)C(=O)c2cccs2)c1
 : 28 | -20
- CCCOC(=O)CCCC[C@H]1SC[C@@H](NC(=O)OC)[C@H]1NC(=O)OC
 : -2 | -18
- O=C(NNC(=O)c1cccs1)c1ccc(Cl)c([N+](=O)[O-])c1
 : 35 | -5
- COc1ccc(CNS(=O)(=O)NCc2ccccc2)cc1
 : 14 | -10

(cont.)
Order of results: OX1R antag-1 | OX1R antag-2
- COCCCNC(=O)CCn1c(=O)c2ccccc2n(CC(=O)Nc2c(C)cccc2C)c1=O
 : 5 | -11
- COCCn1c(=O)[nH]c2cc(C(=O)N3CCN(c4cc(C)ccc4C)CC3)ccc2c1=O
 : -1 | -34
- O=S(=O)(c1ccc(F)cc1)n1ccc(-c2cccc(OCc3ccc(Cl)cc3Cl)c2)n1
 : 5 | -18
- Cc1cc(C)n(-c2ccc(OCC(=O)O)nn2)n1
 : 6 | -24
- CCc1ccc(OC)c(S(=O)(=O)Nc2ccccc2C)c1
 : -13 | -14
- CN(Cc1ccccc1)c1nc2c(c(=O)n(C)c(=O)n2C)n1CCSc1ncccn1
 : 6 | -34
- Cc1onc(-c2ccccc2Cl)c1C(=O)NC1CCS(=O)(=O)C1 (stereo unspecified)
 : 5 | -15
- CSCCC(NC(=O)COc1ccccc1)C(=O)N(C)Cc1ccc(Cl)cc1Cl (stereo unspecified)
 : 8 | -21
- CCC(=O)Nc1c(-c2ccccc2)c(=O)c2ccccc2n1C
 : 5 | -12
- CC(C)(C)n1nnnc1C(c1ccccn1)N(Cc1ccccc1)Cc1ccc(Cl)cc1 (stereo unspecified)
 : 10 | -20
- CCOC(=O)c1ccccc1NC(=O)Cn1cnc2c(nnn2-c2ccc(C)cc2)c1=O
 : -4 | -9
- Cc1ccccc1NC(=O)CNc1ccccc1N1CCCCC1
 : 20 | -26
- Cc1ccccc1NC(=S)NC(C)CCc1ccccc1 (stereo unspecified)
 : 17 | -21
- Cc1cccc(N(C(=O)c2snc(C(N)=O)c2N)C(C(=O)NCC2CCCO2)c2ccc(N(C)C)cc2)c1 (stereo unspecified)
 : 9 | -5
- COc1ccc(S(=O)(=O)N2CCCCC2)cc1Br
 : 20 | -11
- CCN(Cc1ccccc1)C(=O)c1cccnc1
 : 8 | -9
- Cc1cc(=O)oc2c(C)c(OCC(=O)NCCCN3CCOCC3)ccc12
 : 4 | -4
- Nc1nc(CN2CCN(Cc3ccccc3)CC2)nc(N2CCCc3ccccc32)n1
 : 27 | -17
- C/C(=N/OC(=O)c1ccc(C)cc1)c1ccc(N2C(=O)C3CCCCC3C2=O)cc1 (stereo unspecified)
 : 20 | -29
- NC(=O)CC(NC(=O)Cc1ccc(Cl)cc1)c1ccc(NC2CCCC2)c([N+](=O)[O-])c1 (stereo unspecified)
 : 4 | -8
- COc1ccc(NC(=O)/C=C/c2ccc3c(c2)OCO3)cc1
 : 12 | -15
- Fc1ccccc1OCCCCCN1CCCC1
 : 4 | -28
- O=C1C(Cc2ccc(O)cc2)NC(=S)N1c1ccccc1 (stereo unspecified)
 : 11 | -2
- CC1CCCN(CCCNC(=O)C2CCCN(c3ncnc4c3nc3n4CCCCC3)C2)C1 (stereo unspecified)
 : 10 | -23
- Nc1cc(-c2ccc(Br)cc2)nn1S(=O)(=O)c1ccccc1
 : 30 | -16
- CCOC(=O)c1ccc(N2CCN(c3ccccc3F)CC2)c(NC(=O)Nc2ccccc2)c1
 : 9 | 18
- COCCN=c1scc(-c2cccs2)n1/N=C(\C)c1ccco1
 : 19 | -29
- CCOc1cc(/C=C/C(=O)Nc2ccc(C(=O)NCCN(CC)CC)cc2)ccc1OCC(C)C
 : 11 | -17
- CSCC[C@H](N)C(=O)N1CCC(C(=O)N[C@@H](C)C(=O)NCc2ccc(F)cc2)CC1
 : 9 | -7
- COc1ccc(-c2[nH]c(-c3ccc(Cl)cc3)nc2SCC(=O)Nc2nccs2)cc1
 : 6 | 7

(listing goes on)
Order of results: OX1R antag-1 | OX1R antag-2
- Cc1onc(-c2ccccc2)c1C(=O)Nc1ccc(S(=O)(=O)Nc2nccs2)cc1
 : 3 | -6
- CC1CCCCN1CCNC(=O)c1ccc2c(=O)n(Cc3ccc(Cl)cc3)c(=S)[nH]c2c1 (stereo unspecified)
 : 25 | 17
- CC(=O)c1ccc(N2CCN(c3ccc(S(=O)(=O)NCCCN(C)C)cc3[N+](=O)[O-])CC2)cc1
 : 48 | -3
- COc1cccc(CNC(=O)C2CCCN(S(=O)(=O)N3CC(C)CC(C)C3)C2)c1 (stereo unspecified)
 : 15 | -22
- Cc1ccc(OCC(O)CN2C(=O)NC(C)(C)C2=O)cc1C (stereo unspecified)
 : 5 | -14
- CCc1ccc(NC(=O)C(C)OC(=O)c2ccc(NS(=O)(=O)c3ccc(C)c([N+](=O)[O-])c3)cc2)cc1 (stereo unspecified)
 : 21 | -2
- COc1ccc(CC(=O)N(CC2CCCO2)c2nc3ccccc3s2)cc1 (stereo unspecified)
 : 12 | -13
- Cc1cccc(N2C(=O)c3ccccc3C2=O)n1
 : 4 | -6
- Cc1nc(N(CCO)C2CCCCC2)c2nnn(Cc3ccccc3)c2n1
 : 7 | -38
- CCNC(=S)Nc1sc2c(c1C#N)CCC(C)C2 (stereo unspecified)
 : -3 | 3
- Cc1ccc(C)c(N2CCN(c3cnn(-c4nc5ccccc5s4)c(=O)c3Cl)CC2)c1
 : 0 | 0
- COc1ccccc1/C=C/C=N/n1c(-c2cc(-c3ccccc3)n[nH]2)n[nH]c1=S
 : 10 | -7
- C=CCN=c1scc(-c2ccc(F)cc2)n1/N=C/c1ccccn1
 : 14 | -26
- CCCCN(CCCC)C1=Nc2ccccc2N/C1=C(/C#N)C(=O)OCC
 : 10 | -16
- CCCCOc1ccc(N=Cc2cccs2)cc1
 : 6 | -8
- COc1ccc(OCCn2c(=N)n(CCO)c3ccccc32)cc1
 : 11 | -8
- Oc1ccc2ccccc2c1-c1sc(Nc2ccccc2)n[n+]1-c1ccc(F)cc1
 : 5 | -21
- COc1ccc(/C=C/C(=O)Nc2ccccc2)cc1S(=O)(=O)N1CCOCC1
 : 24 | -18
- COc1ccc(CN2CCC(N3CCC(C(=O)N4CCOCC4)CC3)CC2)c(F)c1
 : 7 | -9
- Cc1ccccc1NC(=O)Nc1ccc(C(F)(F)F)cc1
 : 33 | 0
- CCN(CC)CCCNC(=O)c1sc2ncn(CC(=O)Nc3ccc(C)c(Cl)c3)c(=O)c2c1C
 : 15 | -13
- CCCCN(C(=O)CCCc1nc2ccccc2s1)c1c(N)n(CC(C)C)c(=O)[nH]c1=O
 : 11 | -10
- CN(NC(=O)COc1ccccc1)C1=NS(=O)(=O)c2ccccc21
 : 1 | -3
- CN(C)S(=O)(=O)N1CCCN(S(=O)(=O)N(C)C)CC1
 : 11 | -18
- O=S(=O)(c1ccc(Br)s1)N1CCN(c2ccccc2)CC1
 : 1 | -15
- CCN1CCCC1CNC(=O)c1cc2cc(F)ccc2[nH]1 (stereo unspecified)
 : -1 | -21
- CN1CCN(C(=O)CSc2nc(-c3cccs3)ccc2C#N)CC1
 : 42 | -28
- CCC1(C)Cc2ccccc2-c2nc3n(c(=O)c21)CC(C(=O)O)S3 (stereo unspecified)
 : 16 | -6
- S=c1[nH]cnc2scc(-c3ccc(Cl)cc3)c12
 : 2 | -12
- C/C(=N\N=C(/N)SC1CC(=O)N(c2cccc(Cl)c2)C1=O)c1cccs1 (stereo unspecified)
 : 26 | 25

(cont.)
Order of results: OX1R antag-1 | OX1R antag-2
- O=C(NCCN1C(=O)S/C(=C\c2ccc(Cl)cc2)C1=O)C1=COCCO1
 : 3 | -13
- CN1CCN(c2ncc(CN3C(=O)c4ccccc4C3=O)s2)CC1
 : 30 | -1
- Cn1c(N)c(C(=O)COC(=O)c2ccccn2)c(=O)n(C)c1=O
 : 16 | -27
- Cc1ccc2c(c1)cc(CN(Cc1cccnc1)C(=O)c1ccccc1)c1nnnn12
 : 23 | -39
- c1ccc2c(c1)nnn2Cc1nnc2sc(-c3ccncc3)nn12
 : 14 | -16
- CC1CC(C)CN(S(=O)(=O)c2cc3c(cc2Cl)NC(=O)CO3)C1 (stereo unspecified)
 : 10 | 3

Of the compounds above, these contain a thiophene ring, fused or not:
Order of results: OX1R antag-1 | OX1R antag-2
- CSc1nnc(-c2sc3cc(C(F)(F)F)cnc3c2-c2ccccn2)n1C
 : 7 | -20
- O=C(Cc1cccs1)Nc1nnc(-c2ccncc2)s1
 : 0 | 1
- Cc1ccc(S(=O)(=O)c2nc(-c3cccs3)oc2NCCCN(C)C)cc1
 : 19 | -2
- Cc1cccc(N=N/C(=C\O)C(=O)c2cccs2)c1
 : 28 | -20
- O=C(NNC(=O)c1cccs1)c1ccc(Cl)c([N+](=O)[O-])c1
 : 35 | -5
- COCCN=c1scc(-c2cccs2)n1/N=C(\C)c1ccco1
 : 19 | -29
- CCNC(=S)Nc1sc2c(c1C#N)CCC(C)C2 (stereo unspecified)
 : -3 | 3
- CCCCOc1ccc(N=Cc2cccs2)cc1
 : 6 | -8
- CCN(CC)CCCNC(=O)c1sc2ncn(CC(=O)Nc3ccc(C)c(Cl)c3)c(=O)c2c1C
 : 15 | -13
- O=S(=O)(c1ccc(Br)s1)N1CCN(c2ccccc2)CC1
 : 1 | -15
- CN1CCN(C(=O)CSc2nc(-c3cccs3)ccc2C#N)CC1
 : 42 | -28
- S=c1[nH]cnc2scc(-c3ccc(Cl)cc3)c12
 : 2 | -12
- C/C(=N\N=C(/N)SC1CC(=O)N(c2cccc(Cl)c2)C1=O)c1cccs1 (stereo unspecified)
 : 26 | 25

An excerpt taken from the entries so far, for reference:
Order of results: OX1R antag-1 | OX1R antag-2
- c1ccc2c(c1)nnn2Cc1nnc2sc(-c3ccncc3)nn12
 : 14 | -16
- CC1CC(C)CN(S(=O)(=O)c2cc3c(cc2Cl)NC(=O)CO3)C1 (stereo unspecified)
 : 10 | 3

Screens as filed in PubChem BioAssay.
